# Bioassay records: PubChem BioAssay, Dana-Farber Cancer Institute and Novartis Institutes for BioMedical Research (Cambridge, Mass)
# USP10 inh: inhibitors of human USP10 deubiquitinase; Ubiquitin carboxyl-terminal hydrolase 10 (Homo sapiens), Q14694; purified USP10, Ub-rhodamine fluorescence, 60 min; inhibition, % at 20 µM; hit rate 1.1% among 47,000; AID 1645856, 2021
# USP8 inh: inhibitors of human USP8 deubiquitinase; hit rate 4.2% among 47,000; purified USP8, Ub-rhodamine cleavage fluorescence, 30 min; inhibition, % at 20 µM; Ubiquitin carboxyl-terminal hydrolase 8 (Homo sapiens), P40818
# USP30 inh: inhibitors of human USP30 deubiquitinase; Ubiquitin carboxyl-terminal hydrolase 30 (Homo sapiens), Q70CQ3; purified USP30, Ub-rhodamine cleavage fluorescence; inhibition, % at 25 µM; hit rate 5.3% among 47,000
# USP7 block: inhibitors of human USP7 deubiquitinase | Ubiquitin carboxyl-terminal hydrolase 7 (Homo sapiens), Q93009 | purified USP7, Ub-rhodamine cleavage fluorescence | inhibition, % at 20 µM | hit rate 0.3% among 47,000
# Target sequence (Q93009 whole entry, looked up): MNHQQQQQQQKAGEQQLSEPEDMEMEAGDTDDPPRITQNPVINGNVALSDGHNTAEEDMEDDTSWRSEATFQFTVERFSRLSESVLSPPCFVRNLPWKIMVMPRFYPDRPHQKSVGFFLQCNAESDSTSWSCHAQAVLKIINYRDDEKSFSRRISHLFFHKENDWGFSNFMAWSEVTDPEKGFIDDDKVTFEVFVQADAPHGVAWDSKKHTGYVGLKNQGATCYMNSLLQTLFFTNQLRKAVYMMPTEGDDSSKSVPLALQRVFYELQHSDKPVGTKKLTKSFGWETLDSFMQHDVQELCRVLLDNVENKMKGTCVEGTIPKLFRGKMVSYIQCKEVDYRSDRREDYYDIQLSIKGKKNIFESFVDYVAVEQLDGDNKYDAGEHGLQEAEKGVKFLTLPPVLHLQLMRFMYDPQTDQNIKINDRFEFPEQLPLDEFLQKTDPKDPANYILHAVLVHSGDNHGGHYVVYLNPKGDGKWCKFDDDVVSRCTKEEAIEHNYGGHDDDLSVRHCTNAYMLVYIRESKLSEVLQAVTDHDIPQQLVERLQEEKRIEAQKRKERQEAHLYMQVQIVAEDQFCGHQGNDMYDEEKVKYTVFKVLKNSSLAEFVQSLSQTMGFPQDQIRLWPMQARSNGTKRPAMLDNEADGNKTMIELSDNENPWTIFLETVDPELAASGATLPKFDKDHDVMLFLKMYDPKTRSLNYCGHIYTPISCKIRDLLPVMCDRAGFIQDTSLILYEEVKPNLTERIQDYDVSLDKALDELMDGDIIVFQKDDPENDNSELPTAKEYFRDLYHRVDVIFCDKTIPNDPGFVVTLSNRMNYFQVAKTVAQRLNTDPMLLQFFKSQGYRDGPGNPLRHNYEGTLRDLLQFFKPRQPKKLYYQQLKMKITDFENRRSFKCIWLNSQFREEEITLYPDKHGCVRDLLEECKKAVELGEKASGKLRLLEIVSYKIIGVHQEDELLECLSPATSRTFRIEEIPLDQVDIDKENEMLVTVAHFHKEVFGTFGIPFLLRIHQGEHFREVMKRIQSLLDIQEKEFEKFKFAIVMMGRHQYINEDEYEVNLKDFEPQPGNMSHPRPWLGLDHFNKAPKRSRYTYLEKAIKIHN
# USP17 inh: inhibitors of human USP17 deubiquitinase. Ubiquitin carboxyl-terminal hydrolase 17-like protein 5 (Homo sapiens), A8MUK1. AID 1645855, 2021. inhibition, % at 50 µM. hit rate 6.5% among 47,000. purified USP17, Ub-rhodamine cleavage fluorescence, 3 h
# UCHL1 inh: inhibitors of human UCHL1 deubiquitinase. purified UCHL1, Ub-rhodamine cleavage fluorescence. inhibition, % at 20 µM. AID 1645859, 2021. Ubiquitin carboxyl-terminal hydrolase isozyme L1 (Homo sapiens), P09936. hit rate 0.2% among 47,000
# OTUD3 inh: inhibitors of human OTUD3 deubiquitinase | purified OTUD3, Ub-rhodamine fluorescence, 2 h | inhibition, % at 25 µM | hit rate 0.7% among 47,000 | AID 1645858, 2021
# USP28 inh: inhibitors of human USP28 deubiquitinase | Ubiquitin carboxyl-terminal hydrolase 28 (Homo sapiens), Q96RU2 | purified USP28, Ub-rhodamine cleavage fluorescence, 30 min | inhibition, % at 25 µM | hit rate 3% among 47,000 | AID 1645857, 2021
# Starred values were filed as active, the others as inactive; i = inactive; · = not tested or not shown. No stated cut-off is given here; in the data, active means inhibition above about 30%; inactive means the rest.
SMILES,USP10 inh,USP8 inh,USP30 inh,USP7 block,USP17 inh,UCHL1 inh,OTUD3 inh,USP28 inh
Cc1ccc(NC(=O)Nc2ccc(C)n(CC(=O)Nc3ccc(C)c(C)c3)c2=O)cc1,66*,93*,7,43*,1,5,-3,7
CCc1ccc(OC(C)C(=O)Nc2ccc3nsnc3c2)cc1 (stereo not given),3,66*,6,-6,25,6,-5,21
CC1CCN(c2nc(F)c3c(c2F)S(=O)(=O)CCN3CC2CCCO2)CC1 (stereo not given),6,-39,-9,-34,-17,5,-4,-6
COc1cc2c(=O)c(C(=O)c3ccc(F)cc3)cn(CC(=O)Nc3ccc(F)cc3)c2cc1OC,22,6,-19,7,33*,3,3,1
Cc1ccc(NC(=O)Cn2c(C)cc(=O)n3nc(C4CCCCC4)nc23)cc1,-2,-5,-14,-20,-2,1,13,4
O=c1cc(CN2CCN(c3ccccn3)CC2)nc2sccn12,-4,-53,-383,-38,-104,-36,-93,-107
O=C(Nc1nc2c(s1)COCC2)c1cc(-c2ccco2)[nH]n1,-6,86*,-22,-38,73*,-15,64*,64*
NC(=O)c1cc2ccccc2nc1C1CCN(C(=O)COc2ccc(F)cc2F)CC1,0,-30,-9,-3,-18,0,-20,-10
CC(C)C(=O)N[C@H]1C[C@H]2CN(C)Cc3ccccc3CN2C1,-2,-8,-50,-2,-24,-6,-14,-17
O=C(NCCc1ccccn1)c1nc2c(s1)CCCN2C(=O)C1CC1,2,-176,-13,1,-21,0,-3,-2
CC(=O)Nc1cc(-c2cnn(C)c2)cn2c(-c3cnn(C)c3)cnc12,-10,2,-184,-3,-4,-5,-43,-37
COc1ccccc1-c1nc(Cn2cnc3ccccc3c2=O)no1,-4,-10,-22,-6,-11,-5,-8,-4
C[C@H](NC(=O)[C@@H]1CCCN1C(=O)[C@H](Cc1ccccc1)n1c(=O)[nH]c2ccccc2c1=O)C(=O)O,2,-3,1,1,0,0,0,-2
CC(=O)N1CCC(N[C@H]2C[C@@H](Cc3cc(C(C)(C)C)on3)C2(C)C)CC1,-1,0,-24,0,-35,-1,-8,-13
O=C(Cn1cnc(S(=O)(=O)N2CCCC2)c1)NCc1ccc(Cl)cc1,-2,-3,-4,-3,-9,-3,-1,-5
CS(=O)(=O)N1CCN(C(=O)NCc2ccccc2)CC2(CNC(=O)C2)C1 (stereo not given),0,-20,0,1,-1,0,0,-6
O=C(COC(=O)c1cccc(S(=O)(=O)N2CCc3ccccc32)c1)Nc1ccc(F)cc1Cl,5,-13,-38,4,-25,4,0,0
CN(C)S(=O)(=O)N1CCCC(Cc2cnc(-c3ncc[nH]3)cn2)C1 (stereo not given),-4,-10,-2,0,-23,2,4,0
COc1ccc(C2CC(=O)Nc3c2ccc2ccccc32)c(OC)c1 (stereo not given),5,14,11,-3,15,3,-4,9
CC(C)(C)Cc1nnc(-c2cnc3onc(C4CCCC4)c3c2)o1,1,35*,-36,-119,7,2,11,6
CCN1C(=O)CCc2cc(NC(=O)Cc3c(F)cccc3Cl)ccc21,-7,19,-30,3,6,-3,-12,-5
CCOC(=O)N1CCC2(CC1)CNc1ccccc12,-3,-14,-20,0,·,-1,-7,-11
O=C1CCCN1CCCNc1nc(-c2ccncc2)nc2c1CCC2,-1,-4,2,2,-2,-1,-3,-2
O=C(CC1CCCCC1)N1CCCC(c2nn(CCOc3ccccc3)c3nccnc23)C1 (stereo not given),7,20,35*,-42,26,7,27,23
COc1cnc(-c2ccccn2)nc1Sc1cccc(C(F)(F)F)c1,-4,-240,18,-22,-25,2,28,2
COC(=O)c1ccc(C2c3[nH]c4ccccc4c3C[C@H]3C(=O)N(C4CC4)CC(=O)N23)cc1 (stereo not given in full),-5,0,-38,-9,-24,-8,-25,-13
COc1ccc2c(c1)CCc1cc(C(=O)Nc3ccc(OC)cc3OC)sc1-2,-10,-17,-60,-2,·,-5,-11,-16
O=C(Nc1cnc(N2CCCC2)nc1)c1ccc(F)c(F)c1,-2,-11,-388,-30,-135,-8,-104,-125
Cc1ccc2c(c1)C(=O)NC1(CCN(C(=O)Cc3ccccc3)CC1)N2C,2,-4,8,2,-1,1,-5,3
O=C(CN(CCc1ccccc1)S(=O)(=O)c1ccccc1)N1CCCC1,2,-17,-17,2,-14,1,-3,-3

# One compound at a time (already shown). Values in the order: USP10 inh	USP8 inh	USP30 inh	USP7 block	USP17 inh	UCHL1 inh	OTUD3 inh	USP28 inh
# `O=C1CCCN1CCCNc1nc(-c2ccncc2)nc2c1CCC2` is listed as -1	-4	2	2	-2	-1	-3	-2
# `CS(=O)(=O)N1CCN(C(=O)NCc2ccccc2)CC2(CNC(=O)C2)C1` (stereo not given) is listed as 0	-20	0	1	-1	0	0	-6
# `COc1ccc2c(c1)CCc1cc(C(=O)Nc3ccc(OC)cc3OC)sc1-2` is listed as -10	-17	-60	-2	·	-5	-11	-16
# `CN(C)S(=O)(=O)N1CCCC(Cc2cnc(-c3ncc[nH]3)cn2)C1` (stereo not given) is listed as -4	-10	-2	0	-23	2	4	0

# (further entries)
SMILES,USP10 inh,USP8 inh,USP30 inh,USP7 block,USP17 inh,UCHL1 inh,OTUD3 inh,USP28 inh
COc1ccc(C2CC(=O)c3cnc4c(c3C2)c(=O)n(C)c(=O)n4C)cc1 (stereo not given),-2,-2,1,2,0,1,2,3
Cc1cccc(-c2c3c(=O)n(C)c(=O)n(C)c3cn2Cc2ccc(F)cc2)c1,-2,-175,-29,0,-26,2,-13,-1
O=C(O)CC1SC(c2cccc(Cl)c2)=NC1=O (stereo not given),-2,-3,-35,-6,-64,-4,-6,-26
c1ccc2c(-c3nnc(C4CC4)o3)nnc(NC3CCCCC3)c2c1,11,7,19,7,1,12,5,15
CCCCCCCCCCC(C)C1CC(=O)NC(C(C)O)C(=O)NC(C)C(=O)NC(C)C(=O)NC(CCC(N)=O)C(=O)NC(Cc2ccc(O)cc2)C(=O)NC(C(C)CC)C(=O)O1 (stereo not given),7,9,6,9,7,12,12,-4
O=C(NCCc1c[nH]c2ccccc12)c1cc2c(s1)CS(=O)(=O)C2,-6,-2,-33,-21,-11,-11,-7,16
Cc1ccc(NS(=O)(=O)c2cc3n(c2)CCCNC3=O)c(F)c1,1,17,-3,-2,-11,0,9,16
O=C1c2c(O)c(Cl)cc3c2[C@@]2(Oc4ccc(O)c5c4[C@]3(O2)[C@@H]2O[C@@H]2C5=O)[C@@H]2O[C@H]12,40*,27,44*,82*,80*,84*,89*,90*
CCOc1ccc(C(=O)N2CCC3(CC2)NCCc2[nH]cnc23)cc1,-6,4,-37,-4,-4,-7,-11,-22
CSc1ccccc1NC(=O)CCCn1nc([N+](=O)[O-])c(Cl)c1C,1,-100,16,-9,-1,0,14,0
COc1ccc(Br)cc1CNC(=O)CCC(=O)N1CCCn2nc(C)cc21,-5,-41,-28,-7,-21,-4,-21,-32
O=C(Cc1ccccc1)N1CCN(c2nc3ccc(F)cc3s2)CC1,-4,-6,-9,-38,-7,-1,2,-3
CCC(C)(C)C1CCC2(CC1)N=C(N)Nc1nc3ccccc3n12 (stereo not given),2,4,69*,6,11,4,6,29
Cc1cccc(N2CCN(S(=O)(=O)c3c(C)[nH]c(C)c3-c3nnc(C)o3)CC2)c1,1,-2,-42,-2,-18,-4,-12,-11
O=C(NCCc1ccccc1)c1cc(OCc2ccccc2)nc2ccccc12,3,-5,0,2,15,-2,-2,-8

# Four compounds from above, sorted by length of the SMILES, ascending.
SMILES,USP10 inh,USP8 inh,USP30 inh,USP7 block,USP17 inh,UCHL1 inh,OTUD3 inh,USP28 inh
CCC(C)(C)C1CCC2(CC1)N=C(N)Nc1nc3ccccc3n12 (stereo not given),2,4,69*,6,11,4,6,29
O=C(NCCc1c[nH]c2ccccc12)c1cc2c(s1)CS(=O)(=O)C2,-6,-2,-33,-21,-11,-11,-7,16
COc1ccc(C2CC(=O)c3cnc4c(c3C2)c(=O)n(C)c(=O)n4C)cc1 (stereo not given),-2,-2,1,2,0,1,2,3
Cc1cccc(N2CCN(S(=O)(=O)c3c(C)[nH]c(C)c3-c3nnc(C)o3)CC2)c1,1,-2,-42,-2,-18,-4,-12,-11

# Remaining list, next part:
SMILES,USP10 inh,USP8 inh,USP30 inh,USP7 block,USP17 inh,UCHL1 inh,OTUD3 inh,USP28 inh
CCC[C@H]1O[C@@H]2CC(=O)O[C@@H]2C2=C1C(=O)c1c(O)cccc1C2=O,-14,-7,-19,-40,84*,14,52*,54*
COCCN1C(=O)c2ccccc2C(C(=O)N2CCN(c3ccccc3F)CC2)C1c1cccs1 (stereo not given),1,-1,6,-2,-6,-2,-6,-8
COc1ccc(NC(=O)c2cc3c(CO)cnc(C)c3oc2=Nc2cccc(F)c2)c(OC)c1,0,-2,33*,9,6,3,12,6
NS(=O)(=O)c1cccc(NC(=O)COc2ccc3c(c2)CCC3)c1,-2,2,14,-25,11,1,8,28
Cc1cc(=O)n2c(n1)NC(N1CCCCC1)=NC2c1ccccn1 (stereo not given),0,12,7,2,5,-1,6,0
CC(=O)N1Cc2cc(C)ccc2OC2(CCN(CC(=O)N3CCCC(C)C3)CC2)C1 (stereo not given),0,-19,-5,-5,-10,-2,-3,-16
CN1CC[C@@]2(C(=O)Nc3ccccc3)CCN(C(=O)Nc3ccccc3)CC[C@@H]12,-1,0,2,-5,-18,-2,-2,-6
Cc1ccc(NC(=O)Cn2c(=O)n(CCC(=O)N3CC=C(c4ccccc4)CC3)c(=O)c3ccccc32)c(Cl)c1,4,8,-4,1,20,1,-3,-12
CCCn1c(NC(=O)Cc2coc3cc(OC)ccc23)nc2ccccc21,-2,61*,-88,-21,9,-8,-20,-21
Cc1ccc(NC(=O)CCC(=O)Nc2ccc3nc(N4CCCCC4)cc(C)c3c2)c(Br)c1,1,33*,34*,3,63*,9,10,18
COC(=O)C(Cc1c[nH]c2ccccc12)NC(=O)c1ccc2c(c1)OCO2 (stereo not given),-2,-15,-26,-5,-17,-2,-14,-16
CCc1cc2c(cc(C(=O)NCc3ccc(F)cc3)n2C)s1,-6,-19,-196,0,-12,-7,-25,-43
Cc1cnc(-c2nccnc2C2CCCN(c3ccccn3)C2)[nH]1 (stereo not given),3,-1,4,8,-4,4,6,0
CC(C(=O)NCCc1ccccc1)n1nc(-c2ccccc2)c2cc(Cl)ccc21 (stereo not given),3,31*,55*,2,48*,2,34*,18
O=C(NCc1cccc(Cl)c1)c1ccc2ccccc2n1,9,0,16,7,19,5,17,22
CNc1ncc(C(=O)c2ccc(Br)cc2)s1,1,16,39*,1,47*,0,4,3
O=C(c1cnccn1)N1CCCC(c2ncc(Cc3ccccc3Cl)o2)C1 (stereo not given),3,8,15,2,1,3,11,9
O=C(Nc1ccc(F)cc1)C1CCCN(C(=O)c2cc(-c3ccccn3)n[nH]2)C1 (stereo not given),0,-173,7,4,-40,5,5,5
O=C(CC1c2ncccc2C(=O)N1Cc1ccc(F)cc1)N1CCOCC1 (stereo not given),-2,1,10,-4,0,-3,-1,-16
O=C(c1ccccc1)N1CC[C@@H]2CN(C(=O)c3ccc(F)cc3)[C@@H]2C1,0,16,21,1,5,2,5,6
COc1cc(OC)cc(-n2c(=O)c3sccc3n(CC(=O)c3ccc(Cl)cc3)c2=O)c1,9,-1,30*,5,35*,0,9,11
CCOC(=O)Cn1c(=O)cc(C)c2cccc(C)c21,4,0,19,1,0,2,14,-114
CN(C)Cc1nc2ccccc2c(=O)n1Cc1cccc2ccccc12,12,11,19,10,5,6,10,10
Cc1ccnc2nc(C(=O)N(Cc3ccccc3)Cc3nc4ccccc4c(=O)[nH]3)nn12,-3,-116,i,-8,-150,-13,-166,-238
COCCCNc1cc(-c2cncc(-c3cccs3)c2)nc(-c2ccccc2)n1,5,19,9,15,14,12,15,0
O=C(N1CCC2(CC1)CC2)C1(c2ccc(F)cc2)CCOCC1,0,7,-1,-52,0,0,-1,-3
Cc1ccc(S(=O)(=O)N2CCOCC2)cc1-c1nnc(-c2ccccc2)o1,-1,10,13,0,13,3,16,10
c1ccc(-c2[nH]ncc2CN2CCC3(CC2)Nc2ccccc2C2=NCCN23)cc1,-4,5,-49,2,-12,1,-7,-3
Cc1cccc2c(=O)[nH]c(CN3CCN(C(c4ccccc4)c4ccccc4)CC3)nc12,3,-7,-15,6,2,6,0,0
CCOc1cc2c(cc1OCC)C(c1ccc(Cl)cc1)N(c1ccc(C(=O)O)cc1)C(=O)C2 (stereo not given),7,23,31*,0,28,1,16,18
Cc1cc(C)c2[nH]c(C(=O)NCc3c(C)n[nH]c3C)c(C)c2c1,0,-1,1,2,18,-1,-27,-6
